HCV inh: qHTS Assay for Inhibitors of Hepatitis C Virus (HCV); Huh7.5.1 HCVcc-Cre infection, luciferase reporter, 44 h; Potency, µM (top dose mostly 41.8 µM), inactives show at the top dose activity change, negative = inhibition, usual class: inhibitors; 340,000 tested, 3.4% active; AID 651820, 2012
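Cells seeded at 1,000/well and cultured 4 h, then compounds added followed by HCVcc-Cre virus (~0.5 moi). After 44 h further culture, luciferase substrate was added, plates held 15 min at room temperature, and luminescence read for 15 sec.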
Sm TGR inh: qHTS Assay for the Inhibitors of Schistosoma Mansoni Peroxiredoxins | Potency, µM (doses to about 114 µM), inactives show at the top dose activity change, negative = inhibition, most hits filed as inhibitors | purified TGR, DTNB reduction, TNB absorbance 405 nm | 360,000 tested, 3% active | Schistosoma mansoni thioredoxin glutathione reductase (TGR), Q962Y6; note: nearly all actives have a fitted effect of over 60% in size
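TGR 20 nM + NADPH 100 uM (dispensed conc.), cpd preinc 15 min RT; start with NADPH (500 uM addition) then DTNB (15 mM addition). Kinetic TNB absorbance, 405 nm filter. Four-parameter Hill fit across titration.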
TbPYK inhibitor: qHTS of Trypanosoma Brucei Inhibitors. Potency, µM (series often up to 76.8 µM), inactives show top-dose activity, negative = inhibition, most hits filed as inhibitors. 410,000 tested, 0.12% active. pyruvate kinase (Trypanosoma brucei), Q57TT1. TbPYK enzyme, Kinase-Glo Plus ATP luminescence, 45 min; note: nearly all actives have a fitted effect of over 50% in size
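Activity of T. brucei pyruvate kinase was followed by Kinase-Glo Plus luminescence after the enzyme reacted 45 min at room temperature with 130 uM ADP (final) and substrate. Test compounds were added before ADP at multiple concentrations.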
Pf growth 48h: Primary qHTS for delayed death inhibitors of the malarial parasite plastid, 48 hour incubation; P. falciparum luciferase growth in erythrocytes, 48 h; Potency, µM (series often up to 28.7 µM), inactives show at the highest dose activity change, negative = inhibition, most hits filed as inhibitors; 310,000 tested, 5.9% active
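Cell-based growth assay: transgenic P. falciparum expressing firefly luciferase, cultured in red cells within RPMI 1640 containing 0.5% w/v Albumax, 24 mM bicarbonate and gentamycin. A drop in luciferase activity indicates inhibition.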
LmPK inh: qHTS Assay for Inhibitors of Leishmania Mexicana Pyruvate Kinase (LmPK). Q27686. purified LmPK, Kinase-Glo ATP luminescence, 1 h. Potency, µM (doses to about 57.5 µM), for the others: top-dose activity change, negative = inhibition, actives largely listed as inhibitors. 290,000 tested, 0.37% active. AID 1721, 2009
Target sequence (Q27686 whole entry, looked up): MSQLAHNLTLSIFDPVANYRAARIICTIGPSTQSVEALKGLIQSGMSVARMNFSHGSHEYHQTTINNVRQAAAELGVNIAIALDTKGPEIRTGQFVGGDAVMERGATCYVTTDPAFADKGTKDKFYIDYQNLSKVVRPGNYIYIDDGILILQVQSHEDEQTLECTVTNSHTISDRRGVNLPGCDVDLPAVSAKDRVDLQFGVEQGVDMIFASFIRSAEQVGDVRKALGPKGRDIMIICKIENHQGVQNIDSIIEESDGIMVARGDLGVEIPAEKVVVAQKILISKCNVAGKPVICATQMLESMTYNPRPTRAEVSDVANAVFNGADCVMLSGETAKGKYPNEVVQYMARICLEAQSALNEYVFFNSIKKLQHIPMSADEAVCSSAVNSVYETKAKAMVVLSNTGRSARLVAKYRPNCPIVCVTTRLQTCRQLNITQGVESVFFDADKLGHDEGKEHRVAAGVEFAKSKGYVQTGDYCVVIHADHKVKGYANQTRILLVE
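Screened at intermediate enzyme activity to detect both inhibitors and activators: LmPK at 0.1 nM, with a 0.5 nM enzyme column as activation reference. PEP 0.5 mM, ADP 0.1 mM; ATP detected by luminescence after 1 h.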
Pf growth 96h: Primary qHTS for delayed death inhibitors of the malarial parasite plastid, 96 hour incubation; P. falciparum luciferase reporter growth, 96 h; Potency, µM (titrated, usually from 28.7 µM), for the others: at the top dose activity change, negative = inhibition, usual class: inhibitors; 320,000 tested, 6.9% active; AID 504834, 2011
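Delayed-death screen, second-generation endpoint: infected erythrocytes, 2% hematocrit, 0.05% parasitemia final; 96 hours at 37 C, 5% CO2; luciferase detection reagent; luminescence decrease equals reduced growth.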
* hit, by the source's call; ? = inconclusive; / = not tested or not shown; & = joins results of further samples; [ ] = dose if it differs, or a comment. Calls come from the whole dose curve; as a rule, active = well fitted curve in the direction sought with a large enough effect; inconclusive = small, poorly fitted or top-dose-only effect, or another doubt; inactive = no such curve, though single readings can be large; an effect the other way counts as inactive or inconclusive. % is set by controls: 0 for no effect and ±100 for the full control effect; potency is the fitted concentration of half-maximal effect. Compounds as they come. About 16% of those tested had a hit in this group.

SMILES | Pf growth 48h | Sm TGR inh | LmPK inh | TbPYK inhibitor | HCV inh | Pf growth 96h
CCCN(CC(=O)Nc1ccccc1OC)C(=O)CCNC(=O)c1ccccc1OC | -7% | -29% | / | 4% | 4% | 1%
Cc1ccc(S(=O)(=O)N2CCC(Oc3cccc(C(F)(F)F)c3)CC2)cc1 | 2% | 4% | 5% | -4% | ? | 2.3µM*
CC1CN(c2ccc(NC(=S)Nc3ccc(N4CC(C)OC(C)C4)cc3)cc2)CC(C)O1 (stereo not given) | -8% | 5% | 4% | -5% | -4% | -25%
O=c1[nH]c(SCCOc2cccc3ccccc23)nc2ccccc12 | -10% | -22% | -2% | 3% | 5% | 2.1µM*
Cc1nc2sc(C(c3ccco3)N3CCC(Cc4ccccc4)CC3)c(O)n2n1 (stereo not given) | -4% | -33% | 3% | -11% | -3% | ?
COC(=O)N(C)CCCC1(C)C(=O)N(C)c2ccc(O)cc21 (stereo not given) | 5% | 3% | -3% | 0% | 8% | ?
COc1ccc(C[C@@](C)(N)C(=O)O)cc1OC | -13%[12.8 µM] | / | / | 7%[33.2 µM] | / | -19%[12.8 µM]
O=C(O)c1nn(CCOc2ccc(Br)cc2)c(=O)c2ccccc12 | 38%[activator] | -2% | 0% | -2% | -11% | 27%
COc1ccc2nc(SCC(=O)NC3CCCCC3C)[nH]c2c1 (stereo not given) | ? | -32% | / | -11% | ? | -29%
CC(=O)c1nn(-c2cccc(Br)c2)cc1C(=O)c1ccc(C)cc1 | / | -7% | 10% | / | ? | -15%
CS(=O)(=O)c1ccc(Cl)c(NC(=O)CSc2n[nH]c(N)n2)c1 | 4% | 13% | / | 0% | 4%[8.37 µM] | 27%
Cc1nc(S(=O)(=O)Cc2ccccc2)nc2c1CCC2 | 1% | / | 3% | 1% | 4% | 0%
CN(c1ccc(C(=O)N2CCOCC2)cc1[N+](=O)[O-])C1CCCCC1 | 55%[activator] | 19% | 1% | -1% | / | 205%[activator]
CCOc1ccc(NC(=O)/C(C#N)=C/c2cn(CC(=O)O)c3ccccc23)cc1 | -7% | -27% | 1% | -2% | 7% | ?
COC(=O)c1ccc(COC(=O)c2cnccn2)cc1 | 13% | 2% | -15% | -4% | -22% | 3%
O=C(COc1ccc2oc(-c3ccco3)cc(=O)c2c1)N1CCCCC1 | ? | -8% | 0% | -1% | -7% | ?
Cc1ccc(C)c(Sc2ccc(S(=O)(=O)Nc3ccc(C(=O)O)cc3)cc2)c1 | ? | -13% | / | 8% | 25% | -19%
Cc1ccccc1N1CC(C(=O)O)CC1=O (stereo not given) | -15% | 0% | 0% | 5% | ? | ?
C=CCn1c(SCC(=O)Nc2ccc(OC)cc2)nc2c([nH]c3ccccc32)c1=O | ? | 11% | -12% | 1% | 21% | 10%
CCOc1ccc(NC(=O)CSc2nnc(-c3ccccc3Cl)n2Cc2ccco2)cc1 | ? | -25% | 4% | 3% | ? | 0.033µM*

Ordered by molecular weight (lowest first): four of the compounds above.
SMILES | Pf growth 48h | Sm TGR inh | LmPK inh | TbPYK inhibitor | HCV inh | Pf growth 96h
Cc1nc(S(=O)(=O)Cc2ccccc2)nc2c1CCC2 | 1% | / | 3% | 1% | 4% | 0%
CN(c1ccc(C(=O)N2CCOCC2)cc1[N+](=O)[O-])C1CCCCC1 | 55%[activator] | 19% | 1% | -1% | / | 205%[activator]
C=CCn1c(SCC(=O)Nc2ccc(OC)cc2)nc2c([nH]c3ccccc32)c1=O | ? | 11% | -12% | 1% | 21% | 10%
CCCN(CC(=O)Nc1ccccc1OC)C(=O)CCNC(=O)c1ccccc1OC | -7% | -29% | / | 4% | 4% | 1%

(next part)
SMILES | Pf growth 48h | Sm TGR inh | LmPK inh | TbPYK inhibitor | HCV inh | Pf growth 96h
CN(C)S(=O)(=O)c1cccc(C(=O)Nc2ccc(N3CCOCC3)cc2)c1 | 1% | -15% | -5% | -4% | ? | 20%
CCc1ccc(S(=O)(=O)Nc2ccc(Cl)cn2)cc1 | 2% | -6% | -3% | -7% | -6% | ?
CCOP(=O)(OCC)C(NC(=O)Nc1ccccc1)C(N)=O (stereo not given) | -5% | 3% | 4% | 0% | 21% | 34%[activator]
CN(C1CCCCC1)S(=O)(=O)c1ccc(-c2ccccn2)s1 | 5% | -6% | 0% | -7% | -6% | -1%
Nc1nc(O)c(-c2ccccc2)o1 | -2% | / | / | -13% | / | 17%
Cc1sc2ncn(CC(=O)N3CCOCC3)c(=O)c2c1-c1ccccc1 | 17% | -10% | -1% | 0% | 1% | 13%
Cc1ccc(S(=O)(=O)N2CCN(C)CC2)cc1-c1nnc2c3ccccc3c(C)nn12 | ? | -5% | 1% | 9% | -7% | ?
CCOC(=O)N1CCN(C(=O)c2ccc3c(=O)n(-c4ccc(OC)cc4)c(=S)[nH]c3c2)CC1 | -9% | 0% | 7% | -3% | 7% | 3%
Cc1ccc2nc3c(nc2c1)-c1ccccc1C3=O | / | -14% | 4% | -10% | -14% | /
O=C(c1cccs1)N1CCN=C1SCc1ccc(Cl)cc1 | 8% | 37%[activator] | 3% | -6% | 12% | -23%
COc1cc(NC(=O)CCc2nnc3ccc(N4CCC5(CC4)OCCO5)nn23)cc(OC)c1 | -14% | 2% | -1% | 5% | 3% | ?
COc1ccc(-c2noc(C3CCCN(C(=O)c4ccccc4OC)C3)n2)cc1OC (stereo not given) | ? | -4% | -13% | -6% | -21% | ?
COc1ccc(NS(=O)(=O)c2ccc(N3CCCC3)c(NC(=S)Nc3cccc(C)c3C)c2)cc1 | ? | -16% | -2% | ? | ? | ?
Cc1cc(S(=O)(=O)/N=C(\N)c2ccc(C(N)=O)cc2)cc(C)c1F | 3% | -22% | 6% | -7% | 5% | 3%
CC12CN(C(=S)Nc3ccccc3)CC(C)(CN(C(=S)Nc3ccccc3)C1)C2=O | ? | / | 4% | -19% | -3% | 20%
Cc1ccc(C(=O)CSc2ncnc3sc4c(c23)CCCC4)cc1 | -6% | 4% | 2% | ? | ? | -12%
CCOC(=O)c1ccc(NC(=O)Cn2ncc(Cl)c(Cl)c2=O)cc1 | ? | 18µM* | -6% | -3% | ? | -17%
Cn1c(=O)[nH]c(=O)c2c1nc(NCCCn1ccnc1)n2Cc1cccc(Br)c1 | ? | 4% | 3% | 4% | -6% | ?
CN=C(SCc1cc2c(cc1Cl)OCO2)c1c(O)n(C)c(=O)n(C)c1=O | ? | 0% | -2% | -5% | -8% | ?
Clc1cccc(Cl)c1CSc1nnc(-c2ccncc2)s1 | 2.6µM* | 24% | 5% | 3% | ? | 2.1µM*
O=C(CSc1nccn1-c1cccc(Cl)c1)NC1CCCC1 | -13% | 1% | 2% | -17% | 7% | -8%
CC(O)[C@@]1(O)CC[C@H]2[C@@H]3CC[C@H]4C[C@@H](O)CC[C@]4(C)C3=CC[C@@]21C (stereo not given in full) | ? | -17% | / | -7% | 9% | 37%[activator]
O=C(Cc1ccc(Br)cc1)NCCc1ccc(F)cc1 | 7% | 11% | -3% | 1% | 9% | 181%[activator]
O=C(c1cc2cc(Cl)ccc2oc1=O)N1CCOCC1 | 14% | 6% | -8% | 3% | 4% | /
NC(=O)c1ccccc1OCCOCCOCCOc1ccccc1C(N)=O | 5% | -1% | 2% | 7% | 2% | /
O=C(Nc1cccc(NC(=O)c2sc3ccccc3c2Cl)c1)c1ccco1 | 32%[activator] | -13% | 4% | -9% | ? | ?
COc1ccc(OC)c(/C=C/C(=O)OCC(=O)c2c(N)n(C)c(=O)n(C)c2=O)c1 | 11% | / | -1% | -3% | 8% | 25%
Cc1nn(-c2ccccc2)c(N2CCCC2)c1/C=N/NC(=O)C1CC1 | 10µM* | 5% | 6% | -5% | ? | 12µM*
Cc1cccc(-c2nsc(SCC(=O)Nc3cc(C)on3)n2)c1 | 33%[activator] | ? | 5% | 2% | -2% | ?
CC(C)(C)n1nc2c(c1NC(=O)c1cc(Cl)ccc1[N+](=O)[O-])CS(=O)(=O)C2 | 6% | -2% | 5% | 0% | -3% | 5%
O=C(Oc1cc(-c2ccccc2)no1)c1cccc(C(F)(F)F)c1 | / | 0% | 3% | 2% | -15% | 29%
CCOc1ccc(-n2c(=O)c3c4c(sc3n(CC(=O)NCC3CCCO3)c2=O)CCCC4)cc1 (stereo not given) | -15% | 0% | 1% | -2% | -2% | ?
CCOC(=O)c1sc(NC(=O)CSc2nc(-c3ccco3)cc(C(F)(F)F)n2)c(C#N)c1C | 11% | 1% | 3% | 3% | -11%&17% | /
Cc1nc(NC2=NCN(C3CCCCC3C)CN2)nc2ccccc12 (stereo not given) | 13µM* | -3% | 1% | / | -24% | ?
Cc1ccc(C(=O)Nc2ccccc2NC(=O)c2ccc(C)o2)o1 | 18% | -2% | -1% | -3% | -6% | 10%
COc1ccc2cc(C3CC(c4ccco4)=NN3S(C)(=O)=O)c(Cl)nc2c1 (stereo not given) | -27% | 6.3µM* | 0% | -6% | -12% | ?
O=C(CCc1c[nH]c2ccccc12)OCc1ccc(Br)cc1 | -18% | -25% | -6% | 2% | 23% | ?
CCOC(=O)c1c(-c2ccc(C)cc2)csc1/N=C/N(C)C | ? | 7% | 11% | 0% | -19% | 45%[activator]
CCC(=O)N1CCc2cc(OC)c(OC)cc2C1COc1ccc(F)cc1 (stereo not given) | -17% | -6% | -2% | -3% | 16% | 0%
CN(Cc1ccccc1)S(=O)(=O)c1ccc2c(c1)CCC(=O)N2 | 4% | 0% | -1% | 3% | -9% | 6%
Cc1ccc(NC(=O)Nc2ccc3c(c2)nc(C)n3C)cc1 | 23% | 11% | 5% | 3% | ? | ?
O=C(CSCc1c(F)cccc1Cl)NCc1ccco1 | ? | -3% | 0% | -6% | 2% | 61%[activator]
N=C1/C(=C\c2ccc(Br)o2)C(=O)N=C2SC(CC(=O)N3CCCCC3)=NN12 | -2% | ? | 19% | -3% | 15% | 3%
CCSc1nc(N2CCCCC2)c2c(c1C#N)CCCC2 | / | 9% | -3% | 2% | -1% | ?
COC(=O)c1ccc(/C=C2/SC(=S)N(CCCC(=O)Nc3ccccn3)C2=O)cc1 | ? | 5% | 1% | 10% | 0% | 34%[activator]
CC(C)(C)N(Cc1ccccc1)C(=O)COC(=O)Cn1cnc2ccccc2c1=O | 9% | -10% | 3% | -1% | 5% | 12%
Nn1c(SCC(=O)NC2CCCCC2)nnc1-c1ccccc1 | -4% | 0% | -1% | 0% | 14% | -24%
Cc1ccc(C(=O)OCC(=O)N2CC(C)OC(C)C2)cc1 (stereo not given) | 22% | -10% | 0% | -1% | 9% | 12%
O=C(Cn1nc(-c2ccccc2)c2ccccc2c1=O)NN1CCOCC1 | 15µM* | 2% | -4% | -6% | 8% | 0%
CN(CC(=O)Nc1ccc(Cl)c(C(F)(F)F)c1)C(=O)c1ccc(OCC2CCCO2)cc1 (stereo not given) | -1% | -3% | / | -9% | 10µM* | ?
CN(C)S(=O)(=O)c1ccc(C(=O)NCC(c2cccs2)N2CCOCC2)cc1 (stereo not given) | ? | 56µM* | / | 3% | 17% | ?
CC(C)NC(=S)N1CCN(C(c2ccccc2)c2ccccc2)CC1 | ? | -1% | -2% | -8% | -7% | ?

Quoted at random: 2 entries already listed.
SMILES | Pf growth 48h | Sm TGR inh | LmPK inh | TbPYK inhibitor | HCV inh | Pf growth 96h
CCC(=O)N1CCc2cc(OC)c(OC)cc2C1COc1ccc(F)cc1 (stereo not given) | -17% | -6% | -2% | -3% | 16% | 0%
NC(=O)c1ccccc1OCCOCCOCCOc1ccccc1C(N)=O | 5% | -1% | 2% | 7% | 2% | /

High-throughput results (PubChem BioAssay)
